# Y pestis TopoI: blocks Yersinia pestis topoisomerase I activity; Y. pestis Topo-I cleavage product accumulation, plate reader; activity, % at 10 µM; hit rate 0.064% among 360,000; AID 504884; in the data active = activity above about 50%, passing the limit was not always enough; inconclusive = no clear call, values can overlap the other calls; note: inactives centre near 2
# BioA inh: inhibitors of Mycobacterium tuberculosis BioA enzyme; purified M. tuberculosis BioA enzyme, plate reader; hit rate 0.096% among 360,000; inhibition, % at 9.99 µM; in the data active = inhibition above about 40%; inconclusive = no clear call, values can overlap the other calls
# FadD28 binding: blocks FadD28 binding to the bisubstrate probe. fluorescence polarization. inhibition, % at 12.5 µM. hit rate 0.22% among 360,000; in the data active = inhibition above about 8.5%, passing the limit was not always enough; inconclusive = no clear call, values can overlap the other calls
# TcdB inh: inhibitors of Clostridioides difficile toxin B glycohydrolase; TcdB glycohydrolase enzymatic assay, plate reader; inhibition, % at 9.99 µM; hit rate 0.24% among 350,000; in the data active = inhibition above about 10%
# BH1578 lux ind: quorum light induction in luxS cqsA deficient V. cholerae; V. cholerae BH1578 lux reporter, luminescence, 6 h; activation, % at 18.7 µM; hit rate 0.16% among 350,000; in the data active = activation mostly above about 9.7%, no sharp cut-off; inconclusive = no clear call, values can overlap the other calls; inactive = mostly below about 3.7%; note: not every result past the cut was called active; inactives centre near 0; reference of the scale not given here
# PfHsp40 yeast: restores yeast growth despite PfHsp40 toxicity; S. cerevisiae expressing PfHsp40, growth rescue, ATP luminescence; growth rescue, % at 12.5 µM; hit rate 0.68% among 340,000; AID 504582; in the data active = growth rescue above about 28%, passing the limit was not always enough; inconclusive = no clear call, values can overlap the other calls;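 note: yeast W303a lacking pdr1 and pdr3 grown in galactose medium; growth measured after three days at 30 °C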
# UGM FP inh: blocks M. tuberculosis UGM enzyme | P9WIQ1 | purified UGM, fluorescence polarization probe displacement | inhibition, % at 10 µM | hit rate 0.06% among 320,000; in the data active = inhibition above about 10%, passing the limit was not always enough; inconclusive = no clear call, values can overlap the other calls
# FBA Mtb inh: inhibitors of M. tuberculosis fructose-bisphosphate aldolase | P9WQA3 | purified M. tuberculosis FBA, fluorescence read-out | inhibition, % at 1 µM | hit rate 2.3% among 360,000 | AID 588726; in the data active = inhibition above about 27%;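 note: 0% = vehicle and 100% = reference inhibitor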
# GDH-TPI inh: GDH-TPI coupled enzyme inhibition counter-screen | AID 588335 | GDH-TPI coupled enzyme counterscreen, NADH absorbance | hit rate 1.2% among 360,000 | inhibition, % at 4.8 µM; in the data active = inhibition above about 30%;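 note: 0% = DMSO wells and 100% = wells lacking the enzyme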
# * marks the source's active call; other numbers are inactive results; i = inactive; ? = inconclusive; · = no result given; & = joins results of further samples; ! = not confirmed by another sample.
Molecule	Y pestis TopoI	BioA inh	FadD28 binding	TcdB inh	BH1578 lux ind	PfHsp40 yeast	UGM FP inh	FBA Mtb inh	GDH-TPI inh
Cc1c(NC(=O)OC(C)C)sc(=S)n1C	-5	-0.3	0.5	1.6	-0.5	-0.7	1.8	2	19
COc1cc(OC)c(-c2sc(Nc3ccccc3)n[n+]2-c2ccc(F)cc2)cc1OC	-2	-1.7	-1.4	-3.9	-1.2	-0.4	-2.3	9	38*
O=C(O)c1ccc2c(c1)ncn2C1CCCCCC1	-3	-1.4	-2.6	·	-12	1.0	0.6	0	1
Cc1ccc(NS(=O)(=O)c2cccc(C(=O)N/N=C/c3ccc4c(c3)OCCO4)c2)c(C)c1	13	·	2.3	·	-0.2	1.3	-3.9	-1	11
O=C(Nc1cccnc1)c1cn(-c2ccccc2)nc1-c1cccs1	-13	·	-8.8	·	0.9	2.8	4.3	5	12
O=C(c1cc2ccccc2oc1=O)N1CCCCCCC1	3	-2.4	-0.4	-4.0	-0.8	14	-0.9	0	2
O=C(NNS(=O)(=O)c1ccccc1)c1ccc(S(=O)(=O)N2CCCCC2)cc1	-5	·	-1.2	·	-0.3	0.2	1.5	-1	10
COc1ccc(C2CC(=O)c3cnn(-c4nc(C)cc(C)n4)c3C2)cc1OC (stereo unspecified)	-1	3.2	-2.6	1.6	i	1.5	-2.5	-1	12
COc1ccc(C(C)(C)C)cc1NC(=S)NCCN1CCOCC1	-10	·	-1.6	·	1.6	-0.6	0.7	-1	-1
Cc1ccc2c(c1)N(C(=O)CCC(=O)O)CCO2	-4	0.3	-0.4	·	-0.2	1.6	-1.0	1	7
Cc1cc(C(=O)N2CCN(c3ncccn3)CC2)c(C)o1	-1	·	-3.6	·	i	1.4	-0.4	-1	-8
O=C1CCC[C@@H]2Cc3nc4ccc(O)cc4cc3[C@@H]3CCN1[C@H]23	-4	0.1	-2.3	1.7	-1.2	-0.3	·	-4	16
COc1ccccc1N1CC(C(=O)Nc2ccccc2N2CCCC2)CC1=O (stereo unspecified)	-11	-0.1	1.8	2.2	1.3	-0.6	2.5	11	2
O=C(O)COCC(=O)N1CCN(C(c2ccccc2)c2ccccc2)CC1	4	·	-1.7	1.2	-0.7	-1.7	1.0	-4	-4
COC(=O)c1nnn(CC(=O)NC(=O)Nc2ccccc2F)c1C(=O)OC	3	·	-1.7	0.8	i	-0.1	-0.5	0	5
Oc1cncc(Cc2ccccc2)c1	-4	-3.2	-0.2	2.1	-0.4	14	0.8	0	10
O=C(NCc1cccnc1)c1sc2cc(Cl)ccc2c1Cl	12	7.3	-5.7	·	-0.5	-0.3	-0.1	1	-1
CCN(C(=O)Cc1nc(N)n[nH]1)C1(C(=O)Nc2ccccc2)CCCCC1	-7	·	-2.4	·	i	1.4	-0.5	-4	-6
CC(C)c1ccc(/C=N/NC(=O)c2ccc(-n3cnnn3)cc2)cc1	-5	-0.6	-3.9	1.8	i	-1.2	·	-3	15
CCOC(=O)C1=CN(Cc2cccc(F)c2)S(=O)(=O)NC1c1ccc(Br)cc1F (stereo unspecified)	-7	-0.1	0.8	0.8	-0.6	1.5	·	2	9
CSc1ncccc1C(=O)OCC(=O)Nc1ccc2c(c1)CCC2	17	0.0	-1.4	-0.2	-2.1	1.0	-2.6	2	6
COc1cccc(CN(C)C(=O)CC2C(=O)NCCN2C2Cc3ccccc3C2)c1 (stereo unspecified)	20	-0.5	?	1.2	-0.3	-0.4	-0.7	0	2
COc1ccccc1[C@H]1C(c2cccc(Cl)c2)=NN(c2ccccc2)[C@@H]1CO	-6	-0.2	0.5	·	i	1.1	·	46*	9
Cc1c(C(=O)Nc2cccc(S(=O)(=O)N3CCOCC3)c2)oc2ccc(Br)cc12	-11	-2.8	0.0	0.3	-0.8	0.7	-0.7	4	8
O=C(O)c1cocc1C(=O)O	7	0.1	-1.7	0.9	i	·	·	-3	-1
CCOC(=O)C1=C(C)NC(C)=C(C(=O)OCC)C1C(=O)OCC(=O)NC(C)C	-6&5	-1.6&-0.8	-1.5	0.3	i	-1.1&0.2	0.8	7&7	9&13
O=C(CN1C(=O)NC2(CCCc3ccccc32)C1=O)c1ccc(Br)cc1 (stereo unspecified)	14	-1.6	17*	-1.2	-1.5	1.0	-1.2	3	6
COC(=O)Cc1ccc(NC(=S)N2CCCC(C)C2)cc1 (stereo unspecified)	9	·	0.3	-1.1	-0.3	-0.2	-2.8	1	4
CCOc1ccc(CN(CCC#N)C(=S)NC(=O)c2ccccc2)cc1	7	·	1.6	·	·	-0.2	-0.5	-1	5
CC(C)CCN1CCN(Cc2cnc(-c3ccccc3)s2)CC1CCO (stereo unspecified)	3	·	-0.1	1.6	1.4	-0.3	1.1	-1	-3
C=CCn1c(SCCNC(C)=O)nc2cc(-c3ccccc3)sc2c1=O	1	0.0	-1.0	0.9	-0.4	-1.0	1.3	2	22
Cc1nn(-c2ccccc2)c(C)c1NC(=O)COC(=O)c1cccc(OC(F)F)c1	-4	·	-2.8	0.9	26	-1.4	-3.7	1	-3
O=S(=O)(N/N=C\C=C\c1ccccc1)c1ccc(Cl)cc1	-3	-0.9	0.8	·	i	5.6	4.8	0	59*
Nc1ccc(C(=O)O)c(O)c1	-4&-8&3	-0.6&-1.2&-0.3&-0.2	16*!	-0.7&0.7&0.8	-3.8	-0.5&0.2&-0.1&-0.1	-2.6&1.8&2.1	-4&2&2	3&-6&6
COc1cccc(NC(=O)C2CCN(C(=O)[C@@H]3Cc4ccccc4CN3)CC2)c1	-6	2.6	-3.7	-0.1	-3.1	-0.1	1.2	-1	1
CC1CN(C(=O)c2ccc(COc3ccc(C(C)C)cc3)o2)CC(C)O1 (stereo unspecified)	29	·	-2.1	2.6	i	2.3	-1.5	-4	1
CC(C)C1NC(C(=O)O)Cc2c1[nH]c1ccccc21 (stereo unspecified)	-9	-0.8	2.3	0.9	-3.2	-0.8	0.7	45*	9
CSc1nc2c(c(=O)[nH]c(=O)n2C)n1C/C=C(\C)Cl	11	0.0	0.8	·	-0.7	-1.4	-2.3	1	1
CCOCCCNC(=O)C1c2cc(OC)c(OC)cc2C(=O)N2CCCCC12 (stereo unspecified)	-7	0.4	0.3	1.0	2.2	-0.5	2.7	8	-2
Cc1ccc(N(Cc2ccccc2)C(=O)c2cccc(S(=O)(=O)N3CCN(C)CC3)c2)cc1	41	0.4	-12	2.3	-1.2	-2.3	-1.5	-2	-9
O=C(CCCc1ccccc1)Nc1cccnc1Cl	7	-1.5	-4.6	0.4	-0.2	-1.0	1.7	-1	2
Cc1ccc(N2C(=O)NC(NS(=O)(=O)c3ccccc3)(C(F)(F)F)C2=O)cc1C (stereo unspecified)	-1	-0.6	-2.2	0.3	i	-2.0	-1.2	-1	-4
COc1ccccc1OCc1ccc(C(=O)NC(C)(C)C)o1	-1	-1.4	-4.7	·	i	0.7	-0.7	4	-15
COc1ccc(/C=C/C(=O)NC2CCCCCCC2)cc1S(=O)(=O)N1CCOCC1	10	-0.5	5.0	2.0	1.1	1.3	-0.2	5	4
CCCCCCC(=O)Nc1ccc(Br)cn1	7	0.0	-4.7	2.2	-0.5	2.3	2.7	-5	-3
COc1ccc(N2CC(C(=O)Nc3nnc(C4CCCCC4)s3)CC2=O)cc1 (stereo unspecified)	0	·	-2.5	-1.9	i	1.7	-2.2	1	1
CCOCCCNC(=O)C1c2ccccc2Oc2ccccc21	6	0.0	-1.7	1.3	-0.3	-0.8	-0.9	1	6
COc1ccccc1N1CCN(C(=O)c2sc3ncn(CC(=O)N4CCC(C)CC4)c(=O)c3c2C)CC1	28	-3.4	-0.3	2.5	-0.5	-0.7	-0.3	-2	13
COCc1cc(=O)[nH]c(N2CCN(c3ccccc3OC)CC2)n1	2	-1.5	-0.4	0.1	-0.3	0.1	1.7	2	3
Cc1ccc(-n2c(NN)nc3ccccc3c2=O)c(C)c1	2	·	0.0	-1.0	1.7	0.6	-2.5	2	18
OCCNCc1cccc(Br)c1	-11	-2.7	0.6	1.2	-0.3	0.3	0.0	5	5
CCOc1ccc2nc(Cl)c(C3CC(c4ccco4)=NN3S(C)(=O)=O)cc2c1 (stereo unspecified)	-2	-0.4	-1.5	1.3	0.1	1.7	-0.8	2	8
C/C(CC(=O)Nc1cccc(Cl)c1)=N\NC(=O)Cc1ccc(Cl)cc1	-4	·	-1.9	·	-2.9	0.1	1.9	-11	7
COc1ccccc1N1CCN(CC(=O)Nc2ccccc2C(=O)NC(C)c2ccccc2)CC1 (stereo unspecified)	6	-0.2	0.2	1.7	i	2.7	2.8	5	-3
O=C(NCc1ccc2c(c1)OCO2)c1ccc(CSCc2cccc(Cl)c2)o1	40	-1.8	-7.2	1.1	-0.4	8.9	3.9	1	-4
CC(C)C[C@H]1CN([C@@H](CC(C)C)CN2CCC[C@@H]2CN2C(=O)C(=O)NC[C@@H]2Cc2ccccc2)C(=O)C(=O)N1CC1CCCCC1	13	2.0	-1.1	1.2	1.4	-0.7	·	1	6

# A section taken from the entries so far:
Molecule	Y pestis TopoI	BioA inh	FadD28 binding	TcdB inh	BH1578 lux ind	PfHsp40 yeast	UGM FP inh	FBA Mtb inh	GDH-TPI inh
OCCNCc1cccc(Br)c1	-11	-2.7	0.6	1.2	-0.3	0.3	0.0	5	5
CCOc1ccc2nc(Cl)c(C3CC(c4ccco4)=NN3S(C)(=O)=O)cc2c1 (stereo unspecified)	-2	-0.4	-1.5	1.3	0.1	1.7	-0.8	2	8
C/C(CC(=O)Nc1cccc(Cl)c1)=N\NC(=O)Cc1ccc(Cl)cc1	-4	·	-1.9	·	-2.9	0.1	1.9	-11	7

# (list continues)
Molecule	Y pestis TopoI	BioA inh	FadD28 binding	TcdB inh	BH1578 lux ind	PfHsp40 yeast	UGM FP inh	FBA Mtb inh	GDH-TPI inh
CC(C)N(C(=O)COC(=O)c1ccc([N+](=O)[O-])cc1)c1ccccc1	0	·	-2.5	0.9	0.7	1.6	-2.4	-1	-7
COC(=O)C1=C(Nc2ccc(C)cc2)C=C(C)C(C(=O)OC)C1c1ccc(F)cc1 (stereo unspecified)	1	-1.8	1.1	·	·	0.0	1.5	2	5
CC1CCCN(Cc2c(O)ccc3c(=O)c(-c4ccc(Cl)cc4)coc23)C1 (stereo unspecified)	7	-1.8	-1.8	-0.1	i	-1.4	·	14	4
Cc1cccc(C)c1N1CCN(S(=O)(=O)c2ccc(F)cc2)CC1	42	-1.2	-2.0	·	i	2.4	2.6	-2	8
O=S(=O)(c1ccc(Br)cc1F)N1CC[C@H](O)C1	2	-1.0	0.6	0.8	-0.4	0.2	·	-1	0
CC(=O)NNC(=S)NCCc1ccccc1	7	-0.4	-0.5	8.3	-0.1	1.8	4.6	1	-2
COC(=O)c1sc2ccccc2c1C(=O)OC	3	-2.3	-0.2	·	i	1.4	·	-1	9
C=CCn1c(SCc2cccnc2)nnc1-c1ccncc1	2	4.2	0.7	·	-0.5	0.2	3.2	0	6
CCOC(=O)CNC(=O)c1ccc2[nH]c3ccccc3c2c1	3	·	0.4	0.5	-0.3	0.5	-1.1	60*	8
NS(=O)(=O)c1ccc(CNC(=O)Cc2ccccc2[N+](=O)[O-])cc1	3	-0.9	-4.1	0.1	-0.5	-1.1	3.4	-3	-9
CCCCN(c1ccccc1)S(=O)(=O)c1cccc(C(=O)Nc2c(C)n(C)n(-c3ccccc3)c2=O)c1	32	-0.4	-4.6	0.0	-1.0	3.5	·	3	1
COc1ccc(NC(=O)CCc2nnc3ccc(NCc4ccc5c(c4)OCO5)nn23)cc1	22	-2.1	-4.0	-2.2	i	-0.2	-0.9	-1	-5
Cc1cccc(C(=O)N2CCCC(Nc3ccc(F)c(F)c3)C2)n1 (stereo unspecified)	0	6.5	-1.4	0.9	-0.2	-1.2	-0.3	2	11
COc1ccc(-n2c(O)c(/C=N/n3cnnc3)c3ccccc3c2=O)cc1	5	0.6	3.4	·	i	-0.1	-0.3	19	10

# Source: PubChem BioAssay
